Platelet DG rel: modulates dense granule release in human platelets; inhibition, %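 (compounds screened at 7.5 µM in platelet-rich plasma)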; 300,000 compounds, 0.22% hits; human platelet-rich plasma, SFLLRN dense granule ATP release, luminescence;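 active = mean replicate score, as percent of positive control, at or above 50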
aSyn UTR inh: 5' untranslated region of α-synuclein, MLPCN primary screen; 300,000 compounds, 0.82% hits; AID 1813; alpha-synuclein 5'UTR reporter, inhibitor activity; inhibition, % (tested at 7.5 µM); in the data active = inhibition above about 60%;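 also: H4 neuroglioblastoma cells stably carrying SNCA 5'UTR luciferase fusion; 0% = DMSO wells and 100% = positive control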
GSK3A inh: human GSK-3 alpha kinase inhibition | P49840 | inhibition, % at 10 µM | ADP-Glo luminescence, 60 min | 320,000 compounds, 0.1% hits;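 in the data active = inhibition above about 50%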;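 also: GST-tagged GSK-3 alpha with peptide substrate and 25 µM ATP; 0% = DMSO neutral wells and 100% = GW8510 positive control wells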
Target sequence (P49840 whole entry, looked up): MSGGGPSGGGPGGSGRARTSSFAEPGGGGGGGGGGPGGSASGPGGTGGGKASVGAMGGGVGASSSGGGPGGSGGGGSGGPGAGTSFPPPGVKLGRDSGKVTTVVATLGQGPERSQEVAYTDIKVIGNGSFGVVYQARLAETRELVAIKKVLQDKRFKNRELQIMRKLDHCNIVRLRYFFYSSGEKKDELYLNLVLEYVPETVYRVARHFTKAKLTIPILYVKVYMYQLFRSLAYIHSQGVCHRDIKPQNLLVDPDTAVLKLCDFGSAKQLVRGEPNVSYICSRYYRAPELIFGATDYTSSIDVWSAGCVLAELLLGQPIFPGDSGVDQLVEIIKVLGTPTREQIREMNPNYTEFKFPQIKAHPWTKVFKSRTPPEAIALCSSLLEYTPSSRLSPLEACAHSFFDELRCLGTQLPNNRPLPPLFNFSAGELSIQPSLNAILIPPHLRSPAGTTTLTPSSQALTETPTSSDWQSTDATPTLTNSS
HSF1 inh: HSF1 inhibition; NIH3T3-HGL HSE-luciferase, MG132-induced, luminescence 8 h; hits give low values; activity change, negative = inhibition, % at 7.5 µM (by protocol); 300,000 compounds, 0.77% hits; AID 2098;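 active = more than half of replicate wells show activity change below -50%, luminescence cut by over half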;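 also: luciferase reports HSF-1 transcriptional activity via heat shock element; 0% = median of DMSO wells and -100% = zero luminescence signal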
GSK3beta inhib: human GSK3beta kinase inhibition | GST-GSK3beta kinase, ADP-Glo luminescence, 60 min; hits give low values | activity score (negative = inhibition), % at 10 µM | 300,000 compounds, 0.038% hits;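 active = more than half of replicate wells score below -50%, meaning over 50% inhibition versus plate controls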;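 also: 0% = median DMSO wells and -100% = median GW8510 positive control wells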
Target sequence (P49841 whole entry, looked up): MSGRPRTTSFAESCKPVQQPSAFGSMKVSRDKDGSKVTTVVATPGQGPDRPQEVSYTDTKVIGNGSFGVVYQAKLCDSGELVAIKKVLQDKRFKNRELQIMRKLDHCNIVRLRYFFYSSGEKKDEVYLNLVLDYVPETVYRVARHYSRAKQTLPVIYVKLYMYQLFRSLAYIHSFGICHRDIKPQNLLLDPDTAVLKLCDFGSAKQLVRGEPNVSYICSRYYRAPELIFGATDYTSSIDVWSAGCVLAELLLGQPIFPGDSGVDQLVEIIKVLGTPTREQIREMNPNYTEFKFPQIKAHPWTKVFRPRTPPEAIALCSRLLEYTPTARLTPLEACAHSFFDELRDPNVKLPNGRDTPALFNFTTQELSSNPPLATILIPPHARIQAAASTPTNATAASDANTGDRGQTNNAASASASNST
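Test system: GST-fused GSK3beta enzyme, cell-free | Quantity: 1.6 ng GST-GSK3beta enzyme per well | Reagent: 25 µM ATP with peptide substrate | Schedule: 60 min enzyme reaction, room temperature | Signal: Luminescent ADP-Glo measurement of ADP formed | Read-out basis: Score relative to plate controls | Control set: DMSO and 20 µM GW8510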
HSF-1 act: increases HSF-1 driven luciferase reporter signal | NIH3T3-HGL HSF-1 luciferase reporter, MG132, 8 h; 100% = twice DMSO control signal | activation, % at 9 µM | 300,000 compounds, 1.7% hits;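 active = mean replicate activation of at least 50% with a set share of replicates each reaching 50%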;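 also: 0% = median of the neutral control wells and 100% = twice that signal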
IEC-6 tox: IEC-6 cytotoxicity, counter-screen for KLF5 inhibitors; 290,000 compounds, 0.78% hits; inhibition, % at 5 µM; luminescence viability; in the data active = inhibition above about 22%;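 also: 0% = plate median of test compound wells and 100% = cytotoxic reference compound wells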
KLF5 inh: kruppel-like factor 5 inhibition. 290,000 compounds, 0.23% hits. AID 1700. DLD-1 KLF5 promoter-luciferase reporter, luminescence. inhibition, % at 5 µM;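 active = inhibition above a per-plate limit of that plate's mean compound inhibition plus 3 SD, cut at about 60% in these data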;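 also: 0% = DMSO wells and 100% = LY294002 at 200 µM; higher means less KLF5 promoter-driven luciferase light; inactives centre near -14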
Dyrk1A ADPGlo: inhibitors of rat Dyrk1A kinase | ADP-Glo luminescence, NFATc1 peptide | inhibition, % at 12.5 µM | 310,000 compounds, 0.43% hits | AID 504441; in the data active = inhibition above about 50%;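 also: plate controls were vehicle with enzyme for no effect and no enzyme for full effect; many of its hits are not listed in these tables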
HSP90 inh: HSP90 refolding inhibition in rabbit reticulocyte lysate | luciferase refolding luminescence, 3 h | inhibition, % at 5.6 µM | 290,000 compounds, 0.91% hits;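 active = inhibition above the screen-wide mean plus 3 SD, computed separately per campaign, cut at about 16% in these data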;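 also: 0% = DMSO wells and 100% = 60 µM geldanamycin wells; inhibitors lower the luminescence because luciferase stays unfolded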
Active calls of the source: *; & = joins results of further samples. Some of the compounds tested (hit frequency here may not be typical).

Results for CCOC(=O)N1CCN(C(=O)CN(c2ccc(Cl)c(C(F)(F)F)c2)S(C)(=O)=O)CC1 ?
Platelet DG rel: -3.0; aSyn UTR inh: 21.2; GSK3A inh: -0.4; HSF1 inh: 1.4; GSK3beta inhib: 0.5; HSF-1 act: 15.3; IEC-6 tox: -0.6; KLF5 inh: 9.3; Dyrk1A ADPGlo: -4.5; HSP90 inh: 0.6

What do the screens show for `O=C(Cn1nnc(-c2ccc(Cl)cc2)n1)NCc1ccco1`?
Platelet DG rel: 2.2; aSyn UTR inh: -9.5; GSK3A inh: 2.5; HSF1 inh: -0.2; GSK3beta inhib: -0.7; HSF-1 act: 13.6; IEC-6 tox: -11.4; KLF5 inh: 4.2; Dyrk1A ADPGlo: -75.6; HSP90 inh: -0.9

How did O=C(C1=C(O)C(=O)N(CCOCCO)C1c1cccc([N+](=O)[O-])c1)c1cccs1 (stereo not drawn) do in these assays?
Platelet DG rel: 3.7; aSyn UTR inh: -10.7; GSK3A inh: -0.5; HSF1 inh: 1.3; GSK3beta inhib: -0.7; HSF-1 act: -1.0; IEC-6 tox: -1.8; KLF5 inh: -3.1; Dyrk1A ADPGlo: 0.8; HSP90 inh: 0.0

Results for COc1ccc(/C=N/N=C2\SC(CC(=O)O)C(=O)N2c2ccccc2)c(OC)c1 (stereo not drawn) ?
Platelet DG rel: 0.4; aSyn UTR inh: -14.0; GSK3A inh: -0.9; HSF1 inh: 0.5; GSK3beta inhib: 2.2; HSF-1 act: -10.6; IEC-6 tox: 6.9; KLF5 inh: -16.2; Dyrk1A ADPGlo: 7.5; HSP90 inh: 14.2

How did CC(=O)Nc1ccc(-c2sc(Nc3cccc4ccccc34)n[n+]2-c2ccccc2)cc1 do in these assays?
Platelet DG rel: 1.9; aSyn UTR inh: 12.9; GSK3A inh: 1.1; HSF1 inh: 6.4; GSK3beta inhib: -3.1; HSF-1 act: 10.2; IEC-6 tox: 4.5; KLF5 inh: -8.2; Dyrk1A ADPGlo: 4.5; HSP90 inh: -1.1

What do the screens show for `O=C(CCC(NC(=O)OCc1ccccc1)C(=O)O)OCc1ccccc1` (stereo not drawn)?
Platelet DG rel: 4.5; aSyn UTR inh: 0.5; GSK3A inh: -4.3; HSF1 inh: 1.8; GSK3beta inhib: 2.3; HSF-1 act: -10.2; IEC-6 tox: 1.0; KLF5 inh: -17.0; Dyrk1A ADPGlo: -1.3; HSP90 inh: -3.1

How did Cn1c(=O)c2c(nc(Br)n2C)n(C)c1=O do in these assays?
Platelet DG rel: -23.9; aSyn UTR inh: 0.8; GSK3A inh: 0.8; HSF1 inh: -2.2; GSK3beta inhib: 3.7; HSF-1 act: -1.3; IEC-6 tox: -5.4; KLF5 inh: -19.6; Dyrk1A ADPGlo: 4.1; HSP90 inh: 0.0

Results for CCOc1ccc(N2CC(C(=O)NCCc3c[nH]c4ccc(OC)cc34)CC2=O)cc1 (stereo not drawn) ?
Platelet DG rel: 1.4; aSyn UTR inh: -11.1; GSK3A inh: -2.1; HSF1 inh: -6.1; GSK3beta inhib: 1.0; HSF-1 act: 0.1; IEC-6 tox: 4.3; KLF5 inh: -16.0; Dyrk1A ADPGlo: 0.0; HSP90 inh: 0.9

Results for CCOC(=O)c1sc(NC(=O)CSc2n[nH]c(-c3ccc(Cl)cc3Cl)n2)c(C#N)c1C ?
Platelet DG rel: -7.6; aSyn UTR inh: 12.3; GSK3A inh: -0.5; HSF1 inh: -2.3; GSK3beta inhib: 3.3; HSF-1 act: 0.4; IEC-6 tox: -1.6; KLF5 inh: -21.8; Dyrk1A ADPGlo: -3.6; HSP90 inh: 1.9

How did NCCSC1CC(=O)N(c2ccc(Cl)c(Cl)c2)C1=O (stereo not drawn) do in these assays?
Platelet DG rel: -12.0; aSyn UTR inh: -23.6; GSK3A inh: 0.2; HSF1 inh: -1.6; GSK3beta inhib: -1.3; HSF-1 act: 3.7; IEC-6 tox: -1.1; KLF5 inh: -56.2; Dyrk1A ADPGlo: -0.4; HSP90 inh: -4.8

What do the screens show for `Cc1cc(C)nc(SSc2nc(C)cc(C)n2)n1`?
Platelet DG rel: -1.9; aSyn UTR inh: -5.9; GSK3A inh: -1.2; HSF1 inh: -4.5; GSK3beta inhib: 2.2; HSF-1 act: 4.3; IEC-6 tox: -1.3; KLF5 inh: -33.2; Dyrk1A ADPGlo: -3.1; HSP90 inh: -1.3

Results for CCN(CC)S(=O)(=O)c1ccc(S(=O)(=O)N2CCN(CCC#N)CC2)cc1 ?
Platelet DG rel: -0.2; aSyn UTR inh: 17.3; GSK3A inh: -0.8; HSF1 inh: -7.7; GSK3beta inhib: 3.1; HSF-1 act: -1.8; IEC-6 tox: -1.7; KLF5 inh: 7.4; Dyrk1A ADPGlo: 0.4; HSP90 inh: 6.7

How did O=C(c1ccc(S(=O)(=O)N2CCOCC2)cc1)N1CCc2ccccc21 do in these assays?
Platelet DG rel: -12.8; aSyn UTR inh: 5.5; GSK3A inh: 6.0; HSF1 inh: 2.8; GSK3beta inhib: 1.6; HSF-1 act: 4.5; IEC-6 tox: 3.7; KLF5 inh: 14.2; Dyrk1A ADPGlo: -1.2; HSP90 inh: 2.2

What do the screens show for `O=C(NC(=S)NCC1CCCO1)c1ccco1` (stereo not drawn)?
Platelet DG rel: 2.8; aSyn UTR inh: 0.3; GSK3A inh: -0.4; HSF1 inh: -2.2; GSK3beta inhib: 0.8; HSF-1 act: -3.2; IEC-6 tox: 2.7; KLF5 inh: -24.9; Dyrk1A ADPGlo: 2.0; HSP90 inh: 1.3

Results for Nc1nc(SCC(=O)NC2CCCc3ccccc32)n[nH]1 (stereo not drawn) ?
Platelet DG rel: -3.8; aSyn UTR inh: 17.4; GSK3A inh: 1.5; HSF1 inh: -4.6; GSK3beta inhib: -1.8; HSF-1 act: 4.2; IEC-6 tox: 4.5; KLF5 inh: 15.0; Dyrk1A ADPGlo: -2.3; HSP90 inh: -0.1

Results for CC(CCc1ccco1)NC(=O)c1cc2c(-c3ccccc3F)nn(C)c2s1 (stereo not drawn) ?
Platelet DG rel: -15.5; aSyn UTR inh: 13.6; GSK3A inh: 1.2; HSF1 inh: 19.2; GSK3beta inhib: 0.9; HSF-1 act: 32.1; IEC-6 tox: -5.7; KLF5 inh: -6.8; Dyrk1A ADPGlo: 1.4; HSP90 inh: 0.3

How did CCCC(C(=O)NC1CCCC1)N(Cc1ccccc1Cl)C(=O)c1snc(C(N)=O)c1N (stereo not drawn) do in these assays?
Platelet DG rel: 9.6; aSyn UTR inh: 11.5; GSK3A inh: -2.0; HSF1 inh: 7.7; GSK3beta inhib: -2.9; HSF-1 act: 17.6; IEC-6 tox: -5.6; KLF5 inh: 3.0; Dyrk1A ADPGlo: -9.0; HSP90 inh: 6.2

Results for COc1ccc(CCN2CCCn3c2nc2c3c(=O)n(C)c(=O)n2C)cc1OC ?
Platelet DG rel: 6.0; aSyn UTR inh: 1.3; HSF1 inh: -6.7; GSK3beta inhib: -4.4; HSF-1 act: -3.2; IEC-6 tox: 3.1; KLF5 inh: -18.5; Dyrk1A ADPGlo: 2.3; HSP90 inh: -3.3

Results for CCCCCn1c(=O)[nH]c2cc(C(=O)NCCN3CCC(C)CC3)ccc2c1=O ?
Platelet DG rel: 2.3; aSyn UTR inh: -46.3; GSK3A inh: -3.0; HSF1 inh: -46.7; GSK3beta inhib: 3.0; HSF-1 act: -57.2; IEC-6 tox: -2.6; KLF5 inh: -28.4; Dyrk1A ADPGlo: 4.3; HSP90 inh: -7.4

What do the screens show for `CCn1c(O)c(N=NC(=O)C2C(=O)NCC2c2ccccc2)c2ccccc21` (stereo not drawn)?
Platelet DG rel: 17.4; aSyn UTR inh: 7.6; GSK3A inh: 2.7; HSF1 inh: -3.7; GSK3beta inhib: -2.3; HSF-1 act: 7.7; IEC-6 tox: 2.0; KLF5 inh: -1.4; Dyrk1A ADPGlo: 1.7; HSP90 inh: 1.4

What do the screens show for `O=C(CSc1nnc2c(n1)[nH]c1ccccc12)Nc1ccc2c(c1)OCO2`?
Platelet DG rel: 17.4; aSyn UTR inh: -79.8; GSK3A inh: 3.2; HSF1 inh: 8.1; GSK3beta inhib: 0.1; HSF-1 act: 13.0; IEC-6 tox: -2.3; KLF5 inh: -48.2; Dyrk1A ADPGlo: 5.4; HSP90 inh: 2.7

How did CCCCC(=O)Nc1c2c(nn1-c1cccc(C)c1C)CS(=O)(=O)C2 do in these assays?
Platelet DG rel: 0.5; aSyn UTR inh: -10.7; GSK3A inh: -3.0; HSF1 inh: -6.7; GSK3beta inhib: -0.3; HSF-1 act: 8.8; IEC-6 tox: 0.8; KLF5 inh: -14.7; Dyrk1A ADPGlo: -3.0; HSP90 inh: -0.4

How did CCN(CC)S(=O)(=O)c1ccc(-c2nnc(SCC(=O)Nc3cc(OC)cc(OC)c3)o2)cc1 do in these assays?
Platelet DG rel: -5.2; aSyn UTR inh: 4.1; GSK3A inh: -2.7; HSF1 inh: -3.0; GSK3beta inhib: -0.3; HSF-1 act: -9.8; IEC-6 tox: 1.6; KLF5 inh: -7.6; Dyrk1A ADPGlo: -1.7; HSP90 inh: -0.3

How did Cc1ccc(-n2[nH]c(C)c(C=Nc3ccc(S(=O)(=O)Nc4nccs4)cc3)c2=O)cc1 do in these assays?
Platelet DG rel: -10.2; aSyn UTR inh: -20.3; GSK3A inh: -3.7; HSF1 inh: 16.5; GSK3beta inhib: 1.8; HSF-1 act: 8.2; IEC-6 tox: 10.3; KLF5 inh: 1.9; HSP90 inh: 6.9

What do the screens show for `Cc1coc2cc3oc(=O)c(CC(=O)N4C[C@H]5C[C@@H](C4)c4cccc(=O)n4C5)c(C)c3cc12`?
Platelet DG rel: 4.9; aSyn UTR inh: 33.7; GSK3A inh: -1.3; HSF1 inh: -3.1; GSK3beta inhib: 4.8; HSF-1 act: 0.0; IEC-6 tox: 0.9; KLF5 inh: -19.7; Dyrk1A ADPGlo: -7.5; HSP90 inh: 0.5

What do the screens show for `CN1CCN(CCCN2c3ccccc3Sc3ccc(C(F)(F)F)cc32)CC1`?
Platelet DG rel: -1.1; aSyn UTR inh: -14.0; GSK3A inh: 5.1; HSF1 inh: 6.5; GSK3beta inhib: -3.5; HSF-1 act: 22.2; IEC-6 tox: 0.9&3.2; KLF5 inh: 16.7&4.3; Dyrk1A ADPGlo: 2.4&1.4&-5.1; HSP90 inh: 1.5&2.4

What do the screens show for `CC1(C)CC(=O)C2=C(C1)N(c1cccc(O)c1)C1=C(C2)C(=O)CC(C)(C)C1`?
Platelet DG rel: 3.2; aSyn UTR inh: -12.1; GSK3A inh: -0.2; HSF1 inh: -3.5; GSK3beta inhib: 4.2; HSF-1 act: 14.5; IEC-6 tox: -4.4; KLF5 inh: 6.7; Dyrk1A ADPGlo: -13.5; HSP90 inh: -1.5

Screening results deposited in PubChem by several laboratories.
